EPAC2 antagonist: antagonists of human EPAC2; Potency, µM (series often up to 114 µM), without a hit: top-dose activity, negative = inhibition, actives largely listed as inhibitors; 360,000 compounds, 0.18% hits; EPAC2 GEF exchange of Rap1B-BODIPY-GDP, fluorescence; note: potency is the fitted concentration of half-maximal effect; % is set by controls: 0 for no effect and ±100 for the full control effect; nearly all actives have a fitted effect of over 45% in size; many of its hits are not listed in these tables
PTHR1 agonist: activates the human parathyroid hormone receptor PTHR1. AID 743266. Q03431. HEK293 GP2 PTHR1 cells, GloSensor cAMP luminescence, 1 h. 410,000 compounds, 0.075% hits. Potency, µM (doses to about 115 µM), inactives show at the highest dose activation, usual class: activators; note: potency is the fitted concentration of half-maximal effect; nearly all actives have a fitted effect of over 55% in size; some results filed as inactive show a strong effect at the top dose; inactives centre near -15; many of its hits are not listed in these tables
Target sequence (Q03431 whole entry, looked up): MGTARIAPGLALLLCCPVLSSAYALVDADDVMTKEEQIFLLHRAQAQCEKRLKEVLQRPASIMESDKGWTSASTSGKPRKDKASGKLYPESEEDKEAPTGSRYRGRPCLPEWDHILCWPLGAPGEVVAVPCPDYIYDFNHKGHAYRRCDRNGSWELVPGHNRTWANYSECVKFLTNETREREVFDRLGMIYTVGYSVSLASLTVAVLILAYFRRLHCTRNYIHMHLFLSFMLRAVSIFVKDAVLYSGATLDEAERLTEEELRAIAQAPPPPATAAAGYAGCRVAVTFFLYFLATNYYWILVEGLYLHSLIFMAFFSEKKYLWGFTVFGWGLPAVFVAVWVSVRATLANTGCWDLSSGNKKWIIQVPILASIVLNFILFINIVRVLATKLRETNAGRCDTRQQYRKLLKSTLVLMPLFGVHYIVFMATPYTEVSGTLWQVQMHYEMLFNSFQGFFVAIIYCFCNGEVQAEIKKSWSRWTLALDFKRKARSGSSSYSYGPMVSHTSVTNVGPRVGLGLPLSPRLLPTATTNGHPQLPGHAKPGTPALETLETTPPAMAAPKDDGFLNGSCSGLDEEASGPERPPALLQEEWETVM
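HEK-293-derived GP2 cells expressing PTHR1 and a GloSensor cAMP reporter, 3,000/well, plated overnight, given luciferin plus IBMX (each 0.5 mM as added) for 1 h at 37 °C, then compound for 1 h at 37 °C. Luminescence was read after 15 min at room temperature.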
MmCpn inh: inhibitors of Methanococcus maripaludis chaperonin (MmCpn); purified Mm-Cpn ATPase, ADP Transcreener TR-FRET; Potency, µM (titrated, usually from 76.9 µM), for the others: at the highest dose activity, negative = inhibition, usual class: inhibitors; 330,000 compounds, 0.031% hits; note: potency is the fitted concentration of half-maximal effect; % is set by controls: 0 for no effect and ±100 for the full control effect; nearly all actives have a fitted effect of over 80% in size
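Eu-cryptate anti-ADP/ADP-d2 competition gives a ratio inversely related to ADP. Enzyme at 25 nM was pre-exposed to compound for 10 min, then given 10 uM ATP for 30 min, 37°C throughout.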
D3 ag: D3 dopamine receptor (human) agonism. P35462. D3R DiscoveRx beta-arrestin cells, luminescence, 90 min. max activation, %. 410,000 compounds, 0.58% hits. AID 652048; in the data active = max activation above about 30%; note: 0% is about no effect; mostly tested at two doses, the higher about 12 µM
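Agonist mode: compounds and dopamine controls were applied to plated cells for 90 min at 37 degrees C after an overnight attachment at 1500 cells/well. Luminescent read-out followed 30 - 60 minutes at room temperature with DiscoveRx detection reagent.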
DRD3 antagonist: antagonists of human D3 dopamine receptor; 360,000 compounds, 2.5% hits; P35462; D3R cells, DiscoveRx beta-arrestin luminescence, antagonist mode; stronger effect = lower value; max response, negative = inhibition, %; AID 652054; in the data active = max response below about -50%; inconclusive = no clear call, values can overlap the other calls; note: % is set by controls: 0 for no effect and ±100 for the full control effect; mostly tested at two doses, the higher about 12 µM
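Cells plated overnight at 1500 cells/well, then exposed to library compounds with dopamine controls for 90 minutes at 37 degrees C. DiscoveRx reagent added for 30–60 minutes at room temperature; luminescence read, quantitative HTS format.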
Akt phos inh: Akt phosphorylation inhibition. Neuro2A IGF-stimulated pAkt S473 HTRF, 20 min; stronger effect = lower value. activity change, % for hits at 50 µM. 360,000 compounds, 0.32% hits; in the data active = activity change below about -80%; inconclusive = mostly about -51% to -80%; note: % is set by controls: 0 for no effect and ±100 for the full control effect
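Neuro2A cells in DMEM with 0.5% FBS, overnight at 37 deg C, given compound at single 50 µM final, then IGF (6 nM final) for 20 min at 37 deg C. Lysed; phospho-Akt Ser473 by HTRF after 24 h, 665/615 ratio.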
EPAC2 ag: activates human EPAC2 exchange factor; Q8WZA2; EPAC2 activation, biochemical qHTS; response scale: 100% = 6.5 mM cAMP response; Potency, µM (series often up to 154 µM), for the others: top-dose activation, usual class: activators; 360,000 compounds, 0.079% hits; note: potency is the fitted concentration of half-maximal effect; nearly all actives have a fitted effect of over 50% in size
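Guanine nucleotide exchange by EPAC2 is measured as reduced fluorescence of BODIPY-GDP once it is released from 250 nM Rap1B. Plates are read kinetically for 30 min at room temperature; results are scaled to 6.5 mM cAMP.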
CCT chaperon mod: modulators of cytosolic chaperonin (CCT/TRiC) activity | purified chaperonin ATPase assay, HTRF ADP detection, 30 min | activity change, % (concentration not given with the values), hits read low | 360,000 compounds, 0.3% hits | AID 651819; in the data active = activity change below about -30%; note: % is set by controls: 0 for no effect and ±100 for the full control effect
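TRiC (40 or 20 nM final, by batch activity) in 30 mM Tris pH 7.4, 100 mM KCl, 5 mM MgCl2, 1 mM DTT was treated with compound at 76 uM single dose, then 10 uM ATP, 30 min at 37 °C. ADP was read by HTRF Transcreener.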
An asterisk follows results filed as active; i = inactive; ? = inconclusive; . = no result given; & = joins results of further samples; [ ] = dose if it differs, or a comment. Unless noted, calls come from the whole dose curve; as a rule, active = well fitted curve in the direction sought with a large enough effect; inconclusive = small, poorly fitted or top-dose-only effect, or another doubt; inactive = no such curve, though single readings can be large; an effect the other way counts as inactive or inconclusive.

Every second line gives: EPAC2 antagonist | PTHR1 agonist | MmCpn inh | D3 ag | DRD3 antagonist | Akt phos inh | EPAC2 ag | CCT chaperon mod
(1) O=C(N/N=C/c1ccc(OC(F)F)cc1)C1=COCCO1
 : 3% | -59%[inhibitor] | 3% | -6 | 0 | i | 1% | -2.9
(2) O=C(COC(=O)c1ccc(S(=O)(=O)N2CCCC2)cc1)NCc1ccc(Cl)cc1
 : -9% | -23% | -2% | -2 | 0 | i | 4% | 1.5
(3) N#CCC1c2ccccc2CCN1C(=O)Nc1cccc(C(F)(F)F)c1 (stereo not drawn)
 : -2% | i | 2% | -33 | -15 | i | -1% | 1.0
(4) CC(=O)c1ccc(NC(=O)N2CCN(c3ccc(C)cc3)C(C)C2)cc1 (stereo not drawn)
 : -7% | -45%[inhibitor] | -8% | 2 | 18 | i | 1% | -1.0
(5) CCCCNC(=S)N/N=C/c1cccc(OCC)c1O
 : 4% | i | -1% | 7 | 12 | i | 2% | -0.8
(6) C[C@H]1CN=C(Nc2ccccc2)N1CCCC1CCCC1
 : 13% | -20% | -1% | -35 | -10 | i | 2% | 0.0
(7) CCc1ccccc1NC(=O)c1cnc2n(c1=O)CCS2
 : 4% | -23% | -1% | 4 | 20 | i | 8% | 1.2
(8) O=C(COC(=O)c1ccc(Cl)c(Cl)c1)NC1CCCC1
 : 8% | i | 2% | 19 | 0 | i | 8% | -1.5
(9) O=C(O)C(Cc1ccc(OS(=O)(=O)Cc2ccccc2)cc1)NS(=O)(=O)Cc1ccccc1 (stereo not drawn)
 : 4% | i | . | 1 | 10 | i | 1% | -0.8
(10) Cc1ccc(C(=O)/C=C2\NCCNC2=O)cc1
 : 4% | -25% | -7% | -1 | -4 | i | -13% | 1.9
(11) Cc1nnc(SCC(=O)NC2CCCc3ccccc32)n1-c1ccccc1 (stereo not drawn)
 : 13% | ? | -2% | -4 | ? | i | 8% | 0.4
(12) O=C(CNS(=O)(=O)c1ccc2ccccc2c1)OCc1csc(-c2ccccc2)n1
 : -6% | -43% | -4% | -3 | 0 | i | -4% | -0.3
(13) C[C@@H](NC(=O)c1cc2c([nH]c3ccccc32)c(-c2ccccc2)n1)C(=O)O
 : -5% | i | -2% | 5 | -6 | i | 6% | -2.6
(14) S=c1[nH]nc(-c2ccncc2)n1Cc1ccccc1
 : -3% | -19%[57.5 µM] | 0% | -9 | -14 | i | 3% | -1.0
(15) O=C(CSc1nnc2c(n1)[nH]c1ccc(F)cc12)Nc1ccccc1F
 : 2% | i | 1% | 2 | -11 | i | 6% | -1.9
(16) Cc1cc2occ(CC(=O)N(C)CC(=O)Nc3ccc(F)cc3)c2cc1C
 : -22% | 0% | -2% | -21 | -13 | i | -2% | 0.7
(17) CC(C)NC(=O)CSc1nc(N)c(-c2ccccc2)c(=O)[nH]1
 : 1% | -9% | 0% | 4 | 1 | i | 13% | -3.1
(18) COCCCN1C(=O)C(CC(=O)NCCN2CCOCC2)CC(C(=O)N2CCCCCC2)=C1C (stereo not drawn)
 : 7% | i | . | -15 | -14 | i | 5% | -3.0
(19) S=c1nccc(-c2ccc3c(c2)CCO3)[nH]1
 : 0% | -1% | 0% | -7 | 0 | i | 7% | -1.2
(20) O=S(=O)(CS(=O)(=O)Oc1ccccc1)Oc1ccccc1
 : -5% | i | . | 3 | -23 | i | 12% | -2.8
(21) CCc1ccc(Nc2nnc(SCC(=O)NCCN3C(=O)CSC3=O)s2)cc1
 : 8%[57.1 µM] | -39%[inhibitor] | 0% | -1 | 1 | i | -4% | 1.8
(22) CCCN(CCC)Cc1c(C(=O)OCC)nnn1-c1nonc1N
 : -13% | 20%[57.5 µM] | -1% | 0 | -14 | i | 8% | -1.8
(23) O=C(CCC1CC(=O)Nc2ccccc21)NCc1ccccc1 (stereo not drawn)
 : -3% | i | -6% | -18 | -6 | i | -3% | -1.5
(24) CCN(CC)CCCNC(=O)c1cn(CC(C)C)c(=O)c2c1c1ccccc1n2C
 : -6% | -7%&6% | -1% | 5&-3 | 1 | i | -2% | -1.1
(25) OC(CCCN1CCCCC1)(c1ccccc1)c1ccc(C(F)(F)F)cc1 (stereo not drawn)
 : 12% | -3% | . | -23 | -99* | i | 7% | -0.4
(26) O=C(CCNC(=O)N1CCn2c1nc1ccccc12)NCc1ccc(F)cc1
 : 4% | i | -1% | -2 | 1 | i | 2% | -1.7
(27) NC(=S)N/N=C/c1ccc(-c2cc(Cl)ccc2Cl)o1
 : -2% | -7%[57.5 µM] | -2% | -20 | ? | i | 25% | -4.0

Among those listed so far, two contain a CF3 group:
Every second line gives: EPAC2 antagonist | PTHR1 agonist | MmCpn inh | D3 ag | DRD3 antagonist | Akt phos inh | EPAC2 ag | CCT chaperon mod
(3) N#CCC1c2ccccc2CCN1C(=O)Nc1cccc(C(F)(F)F)c1 (stereo not drawn)
 : -2% | i | 2% | -33 | -15 | i | -1% | 1.0
(25) OC(CCCN1CCCCC1)(c1ccccc1)c1ccc(C(F)(F)F)cc1 (stereo not drawn)
 : 12% | -3% | . | -23 | -99* | i | 7% | -0.4

Along the list, as entered above.
DRD3 antagonist, entries 10–17, in order: -4, ?, 0, -6, -14, -11, -13, 1
MmCpn inh, entries 10–17, in order: -7%, -2%, -4%, -2%, 0%, 1%, -2%, 0%
D3 ag, entries 10–17, in order: -1, -4, -3, 5, -9, 2, -21, 4

Quoted from the listing.
EPAC2 antagonist result of no. 8 : 8%
CCT chaperon mod result of no. 21 : 1.8

Profiles as entered above. Order of values: EPAC2 antagonist, PTHR1 agonist, MmCpn inh, D3 ag, DRD3 antagonist, Akt phos inh, EPAC2 ag, CCT chaperon mod
`S=c1nccc(-c2ccc3c(c2)CCO3)[nH]1` is listed as 0%, -1%, 0%, -7, 0, i, 7%, -1.2
`CC(C)NC(=O)CSc1nc(N)c(-c2ccccc2)c(=O)[nH]1` is listed as 1%, -9%, 0%, 4, 1, i, 13%, -3.1

Assay outcomes (PubChem BioAssay)

Not all compounds are listed; the hit share may differ from the screen's.
